Assay outcomes (PubChem BioAssay)
M1 PAM parental: nonselective activator or artifact in parental CHO-K1 calcium assay. ATP EC20, Fluo-8 calcium fluorescence; 0% at ATP EC20, 100% at ATP max. activation, % at 3 µM. 360,000 tested, 0.02% active. AID 602247;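 active means activation above the run cutoff, the mean activation of all test compounds plus 3 SD, cut at about 40% in these data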;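 further: peak over basal fluorescence ratio in a 140 s read after ATP addition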
TAAR1 antagonist: antagonists of human TAAR1; 360,000 tested, 1.5% active; CHO RD-HGA16 TAAR1, Fluo-8 calcium fluorescence, antagonist; Q96RJ0; inhibition, % at 3 µM; AID 624466;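 active means inhibition above a per-plate cutoff, the mean inhibition of test compounds on that plate plus 3 SD, cut at about 49% in these data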;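 further: 0% = DMSO plus EC80 beta-PEA response and 100% = DMSO alone without agonist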
Target sequence (Q96RJ0 whole entry, looked up): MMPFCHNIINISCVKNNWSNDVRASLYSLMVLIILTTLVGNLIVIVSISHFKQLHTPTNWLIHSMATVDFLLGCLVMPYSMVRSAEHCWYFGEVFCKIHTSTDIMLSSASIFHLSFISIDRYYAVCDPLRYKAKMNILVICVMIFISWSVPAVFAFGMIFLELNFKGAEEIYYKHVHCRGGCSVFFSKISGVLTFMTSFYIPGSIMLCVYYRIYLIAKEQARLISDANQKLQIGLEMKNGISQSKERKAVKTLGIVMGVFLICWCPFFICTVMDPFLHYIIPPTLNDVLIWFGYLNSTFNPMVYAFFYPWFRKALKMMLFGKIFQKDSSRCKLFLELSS
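Test system: CHO RD-HGA16 cells bearing hTAAR1 | Reagent: β-PEA, EC80 | Compound dosing: 3 µM, single point | Schedule: Dye loading 75 min at 37 °C, then 30 min room temperature | Signal: Calcium fluorescence with Fluo-8 | Evaluation: Percent inhibition of PEA-evoked calcium signal, max/basal emission ratio | Control set: DMSO-only wells and EC80 β-PEA-stimulated wells | Repeats: Singlicate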
CRFBP-R2 agonist: CRF-BP/CRF-R2 complex agonism; HEK293 CRF-R2/CRF-BP, calcium dye fluorescence (FLIPR); percent of saturating CRF peptide response; activation, % at 13.2 µM; 350,000 tested, 0.46% active; AID 588473;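 active means activation of at least 50%, plus an integration ratio under a set limit after plate pattern correction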;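 further: plate controls were neutral control wells without compound for no effect and CRF at EC100 for full effect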
TAAR1 agonist: human TAAR1 agonism; Q96RJ0; CHO RD-HGA16 TAAR1, Fluo-8 calcium fluorescence; vehicle wells 0%, saturating PEA agonist 100%; 360,000 tested, 0.99% active; activation, % at 3 µM; AID 624467;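 active means activation above the mean activation of all test compounds in the run plus 3 SD, cut at about 38% in these data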
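Repeats: no replicates (n 1) | Material: CHO-derived RD-HGA16 cells with stable Gα16 and human TAAR1 | Technique: Kinetic Fluo-8 calcium fluorescence | Schedule: 17-24 h seeding, 75 min 37 °C dye, 30 min RT | Evaluation: % activation from peak over basal fluorescence ratio, DMSO-to-PEA scaled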
CRFR2-BP antag: antagonists of CRF-binding protein/CRF-R2 receptor complex; HEK293 CRF-R2/CRF-BP, CRF-induced calcium fluorescence; inhibition, % at 11.8 µM; 350,000 tested, 0.59% active;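 active means inhibition of the ligand-induced calcium signal above about 50% at the single tested concentration, limit read from the data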
CHRM5 antagonist: blocks acetylcholine activation of human M5 receptor. CHO-hM5 cells, Fluo-8 calcium fluorescence, ACh EC80. 360,000 tested, 0.59% active. inhibition, % at 3 µM. P08912;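 active means inhibition above a per-plate cutoff, the mean of that plate's test compounds plus 3 SD, cut at about 27% in these data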;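 further: 0% = acetylcholine EC80 with DMSO and 100% = DMSO without agonist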
Target sequence (P08912 whole entry, looked up): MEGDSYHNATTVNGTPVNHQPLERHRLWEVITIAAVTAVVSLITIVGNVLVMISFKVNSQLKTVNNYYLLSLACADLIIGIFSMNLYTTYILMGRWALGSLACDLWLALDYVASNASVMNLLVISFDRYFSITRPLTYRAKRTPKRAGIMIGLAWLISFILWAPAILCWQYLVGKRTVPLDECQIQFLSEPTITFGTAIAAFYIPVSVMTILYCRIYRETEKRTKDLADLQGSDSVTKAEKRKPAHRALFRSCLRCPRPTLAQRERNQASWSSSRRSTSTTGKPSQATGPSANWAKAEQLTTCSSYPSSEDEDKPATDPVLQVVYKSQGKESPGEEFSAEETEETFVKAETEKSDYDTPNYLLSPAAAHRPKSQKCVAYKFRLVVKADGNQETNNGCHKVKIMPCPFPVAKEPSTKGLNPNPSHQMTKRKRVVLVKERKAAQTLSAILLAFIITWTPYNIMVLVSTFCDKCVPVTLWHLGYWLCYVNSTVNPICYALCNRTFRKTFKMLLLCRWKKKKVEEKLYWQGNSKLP
CHRM5 agonist: CHRM5 agonism in calcium assay. P08912. activation, % at 3 µM. CHO-K1 hM5 cells, Fluo-8 calcium fluorescence; 0% DMSO wells, 100% maximal acetylcholine response. AID 624037. 360,000 tested, 0.19% active;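 active means activation above the run's mean over test compounds plus 3 SD, cut at about 23% in these data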;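 further: signal is peak over basal fluorescence ratio across the kinetic read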
CHRM4 PAM: potentiates acetylcholine response at human M4 receptor; P08173; CHO-K1 hM4/Gqi5, Fluo-8 calcium fluorescence, ACh EC20; 0% = ACh EC20, 100% = maximal ACh; activation, % at 3 µM; 360,000 tested, 0.4% active;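 active means activation above its plate's cutoff, the mean activation of sample wells plus 3 SD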; further: some results filed as inactive read as strong as hits
M5 PAM: positive allosteric modulators of human muscarinic M5 receptor; CHO-K1 hM5, Fluo-8 calcium, ACh EC20 PAM; 0% = ACh EC20, 100% = ACh EC100; 360,000 tested, 0.3% active; activation, % at 3 µM;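 active means activation above the run cutoff, the mean activation of all test compounds plus 3 SD, cut at about 18% in these data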
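system = human M5 receptor in CHO-K1 cells | reagent = EC20 acetylcholine as agonist stimulus | compound dosing = single-point, 3 µM nominal | incubation = Fluo-8 loading 80 min at 37 °C plus 30 min room temperature | detection = Fluo-8 calcium dye fluorescence, kinetic read | benchmarks = low control EC20 acetylcholine (0%), high control EC100 acetylcholine (100%)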
* hit, by the source's call; . = not tested or not shown.

SMILES	M1 PAM parental	TAAR1 antagonist	CRFBP-R2 agonist	TAAR1 agonist	CRFR2-BP antag	CHRM5 antagonist	CHRM5 agonist	CHRM4 PAM	M5 PAM
Cc1c(-c2ccccc2)n(O)[n+]([O-])c1-c1ccccc1	13	-6	-2.6	4	40	12	3	0	-2
CC(Sc1nc2c(c(=O)[nH]1)CCCC2)C(=O)Nc1ccccc1C#N (stereo not given)	-5	-6	0.5	2	-15	14	-3	2	-2
CCN(CC)S(=O)(=O)c1ccc(C)c(NC(=O)Cc2ccc(S(=O)(=O)N3CCOCC3)s2)c1	6	-20	1.7	3	-3	23	-6	-2	-10
S=C(NCC1CCCO1)Nc1ccc(Cl)cc1Cl (stereo not given)	12	-11	-1.7	4	10	0	-2	3	-4
COc1ccc(NC(=S)N/N=C/c2cccn2Cc2ccc(F)cc2Cl)cc1	1	19	-1.6	-2	-20	2	-4	-4	1
S=C(NC1CCCCC1)NC1CC2C=CC1C2 (stereo not given)	-1	-27	0.6	3	5	4	2	-3	3
CCCC(=O)Nc1nnc(CC(=O)OCC)s1	21	-4	-0.2	8	17	0	-2	16	1
Cc1ccc(-c2ccc(C(=O)Nc3ccccc3)o2)c2ccccc12	7	26	-0.6	6	1	7	-3	5	-6
COc1ccc(NC(=O)CC(C(=O)O)C(C)c2ccccc2)cc1 (stereo not given)	-24	-8	0.2	1	-4	14	1	-3	-1
Cn1c(=O)c(-c2ccccc2)cc2ccccc21	30	-6	-0.7	1	10	5	-2	5	3
COc1ccc(NC(=O)c2ccc(-c3nn(C)c(=O)c4ccccc34)cc2)cc1C(N)=O	7	-15	-1.0	2	10	3	3	-1	18
Cc1cc(C)c2c(c1C)C(=O)CCC2	5	-14	-1.2	1	-7	11	2	5	6
O=C(COC(=O)COc1ccccc1[N+](=O)[O-])Nc1ccccc1Br	13	-3	0.8	1	11	-4	1	3	-1
CN(C)c1ccc(S(=O)(=O)N2CCCCC2)cc1NC(=O)C1CSC2(C)CCC(=O)N12 (stereo not given)	1	8	-1.8	4	16	14	5	-4	-12
COc1ccc(N/N=C/c2c(C(=O)O)ccc3ccccc23)cc1	13	6	6.5	62*	-27	13	4	-2	-17
O=C(OCn1nnc2ccccc2c1=O)c1ccc(S(=O)(=O)N2CCOCC2)cc1	17	.	0.9	.	4	1	-4	-1	-5
COc1cc(NC(=O)c2c(F)c(F)c(OC)c(F)c2F)ccc1NC(=O)c1cccs1	-12	-9	-0.6	-1	11	-2	-4	1	4
CC(C)COC(=O)N1CCCCC1c1cc(C(=O)NC(C)C)no1 (stereo not given)	3	-25	.	10	.	6	-3	4	-2
O=C(Cn1cnc2ccccc2c1=O)NCc1ccco1	22	19	1.6	0	11	-3	-1	5	13
COc1cccc(NC(=O)c2cnc(SC)nc2)c1	8	4	3.8	2	-8	-2	4	3	3
C=CCn1c(COc2ccccc2)nnc1SCC(=O)N/N=C/c1ccc(C)cc1	-5	3	-2.6	3	8	1	-10	0	-12
O=C(O)c1oc2ccccc2c1CSCc1ccccc1	6	-17	-1.4	1	29	0	-9	8	14
Cc1ccc(NC(=S)NNc2ccc([N+](=O)[O-])cc2S(=O)(=O)Nc2ccccc2C(=O)O)cc1C	14	-14	-3.7	3	10	1	-1	6	5
Cc1ccc(C)c(Cn2nnc3c(=O)[nH]c(C4CCCN(C(=O)C5CCCCC5)C4)nc32)c1 (stereo not given)	8	5	-0.2	8	23	3	-2	6	-5
CCCCC(NC(C)=O)c1nc2ccccc2n1CCC (stereo not given)	3	-5	0.9	4	-19	-3	-1	2	4
Further records.
SMILES	M1 PAM parental	TAAR1 antagonist	CRFBP-R2 agonist	TAAR1 agonist	CRFR2-BP antag	CHRM5 antagonist	CHRM5 agonist	CHRM4 PAM	M5 PAM
Cc1ccc(C(=O)C2CCNCC2)cc1	0	12	-0.4	9	2	1	0	-6	1
CC1=C(C(=O)OCCOc2ccccc2)C(c2coc3ccccc3c2=O)C2=C(CCCC2=O)N1 (stereo not given)	6	10	0.5	3	-4	10	1	-10	-13
c1ccc(NCc2nc3ccccc3n2CCOc2ccccc2)cc1	3	2	0.3	1	-20	22	-3	7	-10
COc1ccc(S(=O)(=O)Nc2c3ccccc3nc(=O)n2-c2ccccc2)cc1	-6	29	-0.6	15	18	-9	-4	11	2
Cn1c(NCC2CCCO2)nc2c1c(=O)n(Cc1ccccc1)c(=O)n2C (stereo not given)	11	13	1.0	1	1	-3	3	1	-5
CCN(CC)CCCn1c2c(c(SCC(=O)Nc3ccc4c(c3)OCCO4)nc1=O)CCC2	4	5	0.8	0	10	1	-3	-2	7
CCC(=O)Nc1cccc(Br)c1	20	6	0.5	-4	1	-1	-3	10	7
CCN(c1ccccc1)S(=O)(=O)c1ccc(Oc2ccccc2C(C)=O)nc1	-9	-8	-1.1	-1	9	7	1	-5	-6
CCSc1nc2c(c(=O)n1CC)SC(C)C2 (stereo not given)	15	4	-0.1	2	5	2	-6	20	0
CCCN1Cc2cccc(C(=O)N3CCN(c4ccc(OC)cc4)CC3)c2C1=O	5	11	0.4	2	7	11	-1	-1	-7
CC1CCN(Cc2c(C#N)c3ccccc3n2C)CC1	7	-12	-0.6	0	-19	-2	-10	-1	-8
CCCOC1CCCN(C(=O)c2ccc(OC3CCN(Cc4ccccn4)CC3)cc2)C1 (stereo not given)	0	-19	0.2	1	7	1	-5	-4	-7
COc1ccc(CCNC(=O)CSc2nnnn2C)cc1OC	-2	12	-0.9	0	-1	-4	0	7	6
CC(=O)Oc1ccc(/C=C(\NC(=O)c2ccco2)C(=O)NCc2ccccc2)cc1	16	4	-1.0	3	3	12	-2	0	0
CCN1C(=NCC2CC2)N[C@@H](c2ccccc2)C(C(=O)OC)=C1C	25	-1	-1.2	7	5	3	-2	4	2
Brc1ccccc1-c1nnc(COc2ncnc3c2cnn3-c2ccccc2)o1	-11	.	0.1	.	10	2	2	-6	-6
O=Cc1c(F)cccc1N1CCCC1	4	-15	1.5	2	-7	4	2	-2	3
CC1(C)C(=O)OC(c2cccn2-c2ccc([N+](=O)[O-])cc2)C2(CCCCC2)C1=O (stereo not given)	19	-11	263*	6	-336	-1	-2	-10	-4
O=S(=O)(c1ccc(F)cc1)N1CCN(c2ncccn2)CC1	19	-22	-4.0	2	-6	-3	-10	0	0
COc1ccc(-c2noc(CCC(=O)NC3CCN(Cc4ccccc4)CC3)n2)cc1	-4	-4	-0.4	4	-7	9	0	-8	-7
O=C(NCC1CCCO1)c1c(O)c2ccccc2[nH]c1=O (stereo not given)	19	-5	-1.6	10	-58	-1	-1	0	1
COc1ccccc1-c1c(C(F)(F)F)oc2cc(OC(=O)c3ccc([N+](=O)[O-])cc3)ccc2c1=O	16	-3	4.6	3	-12	3	7	21*	-6
COc1cccc(CNc2ccc(C)c(Cl)c2)c1	5	18	0.4	6	2	-5	-1	2	0
COCCn1c(SCC(=O)Nc2nnc(C)s2)nnc1-c1ccoc1C	10	6	-1.5	1	-1	4	2	0	6
CC12CC3CC(C)(C1)CC(C(=O)NCc1ccncc1)(C3)C2	4	-6	1.0	12	-3	-4	0	-7	2

2 entries drawn at random from those above:
SMILES	M1 PAM parental	TAAR1 antagonist	CRFBP-R2 agonist	TAAR1 agonist	CRFR2-BP antag	CHRM5 antagonist	CHRM5 agonist	CHRM4 PAM	M5 PAM
CCCOC1CCCN(C(=O)c2ccc(OC3CCN(Cc4ccccn4)CC3)cc2)C1 (stereo not given)	0	-19	0.2	1	7	1	-5	-4	-7
CC12CC3CC(C)(C1)CC(C(=O)NCc1ccncc1)(C3)C2	4	-6	1.0	12	-3	-4	0	-7	2

Back to the main list, starting 5 compounds before the break.
SMILES	M1 PAM parental	TAAR1 antagonist	CRFBP-R2 agonist	TAAR1 agonist	CRFR2-BP antag	CHRM5 antagonist	CHRM5 agonist	CHRM4 PAM	M5 PAM
O=C(NCC1CCCO1)c1c(O)c2ccccc2[nH]c1=O (stereo not given)	19	-5	-1.6	10	-58	-1	-1	0	1
COc1ccccc1-c1c(C(F)(F)F)oc2cc(OC(=O)c3ccc([N+](=O)[O-])cc3)ccc2c1=O	16	-3	4.6	3	-12	3	7	21*	-6
COc1cccc(CNc2ccc(C)c(Cl)c2)c1	5	18	0.4	6	2	-5	-1	2	0
COCCn1c(SCC(=O)Nc2nnc(C)s2)nnc1-c1ccoc1C	10	6	-1.5	1	-1	4	2	0	6
CC12CC3CC(C)(C1)CC(C(=O)NCc1ccncc1)(C3)C2	4	-6	1.0	12	-3	-4	0	-7	2
CCOC(=O)N1CCC(NC(=O)c2cc(COc3c(C)cccc3C)on2)CC1	-7	2	-1.1	0	5	2	4	-3	-7
COCc1[nH]nc2c1C(c1ccc(F)cc1F)C(C#N)=C(N)O2 (stereo not given)	-1	7	-1.4	8	23	0	-2	1	-2
O=C(COC(=O)c1cccc(O)c1)Nc1ccc(N2CCOCC2)cc1	-22	-13	-1.2	8	0	15	3	-2	-5
COc1ccc(CN2C(=O)c3ccc(C(=O)O)cc3C2=O)cc1	8	4	3.5	2	-20	13	3	-2	1
Cc1cc(C)cc(N(CC(=O)NCCSc2ccccn2)S(=O)(=O)c2ccccc2)c1	6	49*	-1.7	7	37	3	0	-2	-9
O=C(COC(=O)c1ccc(NS(=O)(=O)c2ccc3c(c2)OCCO3)cc1)NC1CCS(=O)(=O)C1 (stereo not given)	-12	1	-1.6	10	-4	-5	-7	-7	-4
Cc1ccc(SCC(=O)OCC(=O)N2CCN(C(=O)c3ccco3)CC2)c(C)c1	22	-14	-2.7	10	-4	4	1	12	4
Cn1c(SCC(=O)N2CCOCC2)nnc1-c1ccccc1	0	1	-0.5	1	21	3	-1	13	4
Cc1cc(C(=O)NCC2CCCO2)n(-c2ccccc2)n1 (stereo not given)	-11	7	-0.5	1	3	2	1	1	-1
Fc1cccc(Cc2c(-c3cccc(Br)c3)nc3ccc(Cl)cn23)c1	16	-8	.	0	.	0	1	7	0
Nc1c(-c2ccc(Cl)cc2)cnn1-c1cccc(C(F)(F)F)c1	9	32	0.6	9	-30	15	-8	-7	-21
CC(C)(C)NC(=O)C1CCN(S(=O)(=O)c2cccc(C(F)(F)F)c2)CC1	2	-16	0.7	2	11	-7	0	2	15
COc1ccccc1OCC(=O)NCC1CCCN(C(=O)c2ccccc2C(C)=O)C1 (stereo not given)	1	-15	0.7	1	68*	14	-4	-3	-8
CN(C)S(=O)(=O)c1ccc(NC(=O)CN2CCC(Cc3ccccc3)CC2)cc1	22	-25	0.2	8	-3	5	-7	-8	2
C/C(=N/NC(=O)c1cccc(N2CCCC2=O)c1)c1ccc(Br)cc1	-2	6	-3.6	-1	2	5	-3	7	-4
Cn1c(=O)c2ncn(C)c2n(C)c1=O	4	-21	1.4	5	0	12	1	8	15
CC1CCCCC1NC(=O)CSc1nnc(N)s1 (stereo not given)	9	-21	-0.1	10	19	0	-6	2	-1
C#CCOC(=O)CCC(=O)NCCc1ccccc1	-7	77*	-2.3	63*	5	-4	-2	-1	1
